CHT PAM: allosteric activators of human choline transporter CHT; CHT-expressing cells, membrane potential dye, choline EC20; active compounds read high; LV-AA mutant CHT in HEK293 cells; B-score at 10 µM; 310,000 compounds, 0.49% hits; AID 488977;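 active means initial fluorescence not abnormally high and integrated response B-score, plate-corrected, over 3 SD above library mean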
Target sequence (Q9GZV3 whole entry, looked up): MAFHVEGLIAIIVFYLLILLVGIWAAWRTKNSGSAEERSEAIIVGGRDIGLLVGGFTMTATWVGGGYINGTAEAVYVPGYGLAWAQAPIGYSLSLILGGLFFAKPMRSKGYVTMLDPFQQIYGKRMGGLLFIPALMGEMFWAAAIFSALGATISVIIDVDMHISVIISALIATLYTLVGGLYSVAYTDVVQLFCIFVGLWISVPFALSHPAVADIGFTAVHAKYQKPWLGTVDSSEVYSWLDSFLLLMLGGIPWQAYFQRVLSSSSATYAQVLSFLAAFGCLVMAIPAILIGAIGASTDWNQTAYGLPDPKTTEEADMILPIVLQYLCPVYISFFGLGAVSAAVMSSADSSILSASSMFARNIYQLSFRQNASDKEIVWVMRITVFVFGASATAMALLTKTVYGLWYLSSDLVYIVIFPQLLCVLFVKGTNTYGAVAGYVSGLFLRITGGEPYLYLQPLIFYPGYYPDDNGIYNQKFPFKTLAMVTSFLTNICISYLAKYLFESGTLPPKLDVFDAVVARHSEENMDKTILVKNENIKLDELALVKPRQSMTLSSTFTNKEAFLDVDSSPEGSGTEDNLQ
OX1R antagonist: blocks the human orexin 1 receptor; CHO/OX1R cells, Fluo-8 calcium fluorescence, orexin A; inhibition, % at 5 µM; 330,000 compounds, 0.43% hits;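 active means inhibition above its plate's threshold, mean inhibition of all tested compounds on the plate plus 3 SD, cut at about 37% in these data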;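 further: 0% = orexin A challenge wells and 100% = SB-334867-A antagonist wells; not every result past the cut was called active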
Target sequence (O43613 whole entry, looked up): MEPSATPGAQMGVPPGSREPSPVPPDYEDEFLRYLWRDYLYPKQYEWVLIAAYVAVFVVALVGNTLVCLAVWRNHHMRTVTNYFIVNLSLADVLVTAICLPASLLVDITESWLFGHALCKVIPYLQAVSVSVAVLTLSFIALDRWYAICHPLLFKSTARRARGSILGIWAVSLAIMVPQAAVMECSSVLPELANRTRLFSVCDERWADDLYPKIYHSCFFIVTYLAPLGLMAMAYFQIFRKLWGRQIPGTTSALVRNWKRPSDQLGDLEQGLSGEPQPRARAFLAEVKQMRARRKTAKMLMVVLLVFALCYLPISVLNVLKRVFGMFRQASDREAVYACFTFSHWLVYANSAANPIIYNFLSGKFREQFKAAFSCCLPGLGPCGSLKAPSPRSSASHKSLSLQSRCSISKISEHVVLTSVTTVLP
Active calls of the source: *; i = inactive; nt = no result given.

SMILES | CHT PAM | OX1R antagonist
Cc1ccc2cc(CCNC(=O)c3c(-c4ccccc4Cl)noc3C)c(=O)[nH]c2c1 | i | -14
N#Cc1ccc(OCC(=O)OCC(=O)c2ccccc2)cc1 | nt | 4
CSCC[C@H](NC(=O)c1ccco1)c1nnc2ccccn12 | i | -10
Cc1cc(NC(=O)CSc2nc3ccccc3c(=O)n2Cc2ccccc2)no1 | i | -21
COC(=O)c1ccc(C)c(NS(=O)(=O)c2ccc(C)c([N+](=O)[O-])c2)c1 | i | -24
CCSc1nnc(NC(=O)CSc2nnc(CNC(=O)c3ccccc3F)o2)s1 | i | -10
CCOC(=O)c1sc(=S)n(Cc2ccccc2)c1N | i | -17
CC(=O)n1cc(N(C(=O)CCl)c2ccc(C)cc2)c2ccccc21 | i | -8
CC(NC(=S)NCCc1ccccc1)C(c1cccs1)N1CCN(C)CC1 (stereo unspecified) | i | -35
OCCCC1CCCN(Cc2cn[nH]c2-c2ccc(F)cc2F)C1 (stereo unspecified) | i | -13
CN1Cc2c(N3CCOCC3)nc(SCc3ccccc3)c(C#N)c2CC1(C)C | i | -44
CCOc1ccccc1N=c1oc2cc(O)ccc2cc1C(=O)NCC1CCCO1 (stereo unspecified) | i | -3
CSc1cccc(NC(=O)COc2ccccc2C)c1 | i | 11
COc1ccc(NS(=O)(=O)c2cc(NC(=O)c3ccco3)ccc2N2CCCCC2)cc1 | i | 2
Cc1ccc(C2=NN(C(=O)CSc3nc4ncc(Cl)cc4[nH]3)C(c3ccco3)C2)cc1 (stereo unspecified) | i | -41
COc1ccc(C)cc1S(=O)(=O)N1CCN(C(=O)c2ncoc2-c2cccc(F)c2)CC1 | i | -14
O=C(N/N=C/c1ccco1)c1ccc(Br)o1 | i | -1
O=c1[nH]c(-c2ccccn2)nc(C(F)(F)F)c1Br | i | 1
Cc1nn(C)c(C)c1NC(=O)CC12CC3CC(CC(C3)C1)C2 | i | -14
O=C(NNC(=S)NC(=O)c1cn(-c2ccccc2)nc1-c1ccccc1)c1ccncc1 | i | -41
CN1CCN(c2ccccc2NC(=O)c2ccc(-c3ccc(Cl)c(Cl)c3)o2)CC1 | i | -59
N=C1S/C(=C\c2ccco2)C(=O)N1c1ccc2c(c1)OCO2 | i | -11
CCn1ccnc1CN1CCCCC1C(=O)Nc1ccc(Oc2cccnc2)cc1 (stereo unspecified) | i | -14
COc1cccc(NC(=O)CN(C)C(=O)CCCNC(=O)c2ccc(Cl)cc2)c1 | nt | -10
COc1ccc(NC(=S)N(CCCN2CCCC(C)C2)Cc2cccs2)cc1 (stereo unspecified) | i | -19
CC1=C(C#N)C(c2ccc3ncccc3c2)C(C#N)=C(C)N1 | i | -16
CCc1ccccc1NC(=O)c1noc(C(C)C)c1[N+](=O)[O-] | i | -15
Cc1ccc(C2(C)NC(=O)N(CC(=O)Nc3c(C)n(C)n(-c4ccccc4)c3=O)C2=O)cc1 (stereo unspecified) | i | 6
Cc1cc(-c2nnc(SCC(=O)NC3CCCC3)o2)no1 | i | -14
O=C(OCC(=O)N1CCCCC1)c1ccc2ccccc2n1 | nt | 3
O=C(Nc1ccccc1)c1nnsc1S(=O)(=O)c1ccc(Cl)cc1 | i | 20
CCN(CC)S(=O)(=O)c1cccc(N=Nc2c(O)c3ccccc3oc2=O)c1 | i | -10
O=C(O)c1ccc(Nc2ccc(F)c(F)c2)c([N+](=O)[O-])c1 | i | -6
COc1ccc(-c2ccccc2)cc1NC(=O)c1ccncc1 | i | -16
C=C1CCN([C@@H](CC(C)C)C(=O)NCc2ccc(Cl)cc2)S(=O)(=O)c2ccccc21 | i | -28
COc1ccc(Nc2nc3ccccc3nc2-n2nc(C)cc2C)cc1 | i | -10
CCOC(=O)CSc1nc(C(C)(C)C)cc(C(F)(F)F)c1C#N | i | -37
CCNc1nc(SCC(=O)Nc2ccc(Cl)c(Cl)c2)nc(N(C)C)n1 | i | -27
COc1ccc(S(=O)(=O)N2CCN(c3ccc(C)cc3C)CC2)cc1OC | i | -25
O=C(NCCOc1ccc(F)cc1)c1ccccc1SCc1ccccc1 | i | -21

Reformatted as tab-separated lines: 14 of the compounds above
mol	CHT PAM	OX1R antagonist
CCc1ccccc1NC(=O)c1noc(C(C)C)c1[N+](=O)[O-]	i	-15
Cc1ccc(C2(C)NC(=O)N(CC(=O)Nc3c(C)n(C)n(-c4ccccc4)c3=O)C2=O)cc1 (stereo unspecified)	i	6
Cc1cc(-c2nnc(SCC(=O)NC3CCCC3)o2)no1	i	-14
O=C(OCC(=O)N1CCCCC1)c1ccc2ccccc2n1	nt	3
O=C(Nc1ccccc1)c1nnsc1S(=O)(=O)c1ccc(Cl)cc1	i	20
CCN(CC)S(=O)(=O)c1cccc(N=Nc2c(O)c3ccccc3oc2=O)c1	i	-10
O=C(O)c1ccc(Nc2ccc(F)c(F)c2)c([N+](=O)[O-])c1	i	-6
COc1ccc(-c2ccccc2)cc1NC(=O)c1ccncc1	i	-16
C=C1CCN([C@@H](CC(C)C)C(=O)NCc2ccc(Cl)cc2)S(=O)(=O)c2ccccc21	i	-28
COc1ccc(Nc2nc3ccccc3nc2-n2nc(C)cc2C)cc1	i	-10
CCOC(=O)CSc1nc(C(C)(C)C)cc(C(F)(F)F)c1C#N	i	-37
CCNc1nc(SCC(=O)Nc2ccc(Cl)c(Cl)c2)nc(N(C)C)n1	i	-27
COc1ccc(S(=O)(=O)N2CCN(c3ccc(C)cc3C)CC2)cc1OC	i	-25
O=C(NCCOc1ccc(F)cc1)c1ccccc1SCc1ccccc1	i	-21

More records:
SMILES | CHT PAM | OX1R antagonist
COc1ccc(CCNC(=O)C2CCN(C(=O)NC3CCCCC3)CC2)cc1 | i | 6
COc1cccc(NC(=O)[C@H](C)NC(=O)C2CCN(S(=O)(=O)c3ccc(C)cc3)CC2)c1 | i | -24
COc1ccc(C2N3CC4(C)CN2CC(C)(C3)C4=O)cc1OC (stereo unspecified) | i | 4
COCCCNC(=S)N/N=C/c1ccccc1O | i | -14
CCN1CCCC1CNC(=O)C(=O)NC (stereo unspecified) | i | -5
CN(C)c1ccc(C2=NOC(CN3C(=O)c4ccccc4S3(=O)=O)C2)cc1 (stereo unspecified) | i | -11
Cc1ccc(S(=O)(=O)N2CCCC(C(=O)NCC(C)C)C2)cc1 (stereo unspecified) | i | -10
Fc1cccc(Cl)c1CSc1nnc(CNc2ccccc2)o1 | i | -28
COc1ccc(-c2cc(CN3C(=O)c4ccccc4C3=O)on2)cc1 | i | 4
O=C1C(=O)c2ccc(-c3ccccc3)cc2-c2ccccc21 | i | -6
O=C(N/N=C/c1ccccn1)c1cccc(NC(=O)c2ccc(Cl)cc2)c1 | i | -4
O=C(N/N=C/c1cccc(OCC(=O)N2CCCC2)c1)C(=O)Nc1ccccc1F | i | -10
O=C(CN1CCCCC1)N/N=C/c1cccc(Cl)c1 | i | -5
CCOC(=O)c1sc(C)c2c1NC(C)(c1cccs1)NC2=O (stereo unspecified) | i | -30
Cn1c2ccccc2c2cc(/C=N/NC(=O)c3cc(O)cc(O)c3)ccc21 | i | 14
Cc1ccnc2nc(C(=O)OCCOc3ccccc3)nn12 | i | -2
CC(=O)[C@H]1[C@H]([C@H](O)[C@H](O)CO)O[C@](O)(C(=O)O)C[C@@H]1O | i | 8
Clc1ccc(SCc2cn3ccccc3n2)cc1 | i | -25
O=[N+]([O-])/C(C(Cl)=C(Cl)Cl)=C(/Sc1ccccc1)N1CCCCC1 | i | -10
Cc1cccc(OCCC(=O)NNC(=O)c2ccoc2C)c1 | nt | 4

2 entries from above, set out differently.
Cn1c2ccccc2c2cc(/C=N/NC(=O)c3cc(O)cc(O)c3)ccc21
  CHT PAM: i | OX1R antagonist: 14

Clc1ccc(SCc2cn3ccccc3n2)cc1
  CHT PAM: i | OX1R antagonist: -25

The list goes on.
SMILES | CHT PAM | OX1R antagonist
N#Cc1nc(-c2cccs2)oc1NCCc1ccccc1 | i | -13
CN1CCN(C(c2cc3cc4c(cc3[nH]c2=O)OCCO4)c2nnnn2C2CCCC2)CC1 (stereo unspecified) | i | -10
O=C1CSc2ccc(C(=O)NCC(c3ccco3)N3CCCCC3)cc2N1 (stereo unspecified) | i | -38
CCOC(=O)c1c(NC(NC(C)=O)C(Cl)(Cl)Cl)sc2c1CCCC2 (stereo unspecified) | i | -26
Cc1ccc2nc3n(c(=O)c2c1)-c1ccccc1C(=O)NC3Cc1ccccc1 (stereo unspecified) | nt | -21
CCN(CC)S(=O)(=O)c1ccc(S(=O)(=O)N(Cc2ccccn2)Cc2ccco2)cc1 | i | -23
C=CCn1c(SCC(=O)c2ccc(OC)cc2)nnc1-c1ccc2c(c1)OCO2 | i | -11
O=[N+]([O-])c1ccc(N2N=C(c3ccccc3)CC2c2ccccc2O)cc1 (stereo unspecified) | i | nt
COc1cc(N(Cc2ccccc2)Cc2ccccc2)c2ncn(C(C)C)c2c1 | nt | -14
CC(C)CNC(=S)N1CCC(NC(=O)C23CC4CC(CC(C4)C2)C3)CC1 | i | -23
O=C(/C=C/c1ccc(OCCCF)cc1)NCc1ccc(Cl)cc1 | i | -3
COc1cc(C(=O)Nc2cccc(S(=O)(=O)NCc3ccco3)c2)cc(OC)c1OC | nt | -15
OCCC#Cc1c(-c2ccsc2)sc2ccccc12 | i | -10
Cc1ncc(CN2CCCC(CCC(=O)NCc3ccc(F)c(F)c3)C2)s1 (stereo unspecified) | i | -29
COc1ccc(N2CCN(S(=O)(=O)c3c(C)nc4sccn4c3=O)CC2)cc1 | i | -4
COc1ccc(C(=O)N[C@H]2COC(C)(C)O[C@H]2c2ccccc2)cc1 | i | -21
Nc1ccn(CC(=O)NCc2ccc3c(c2)OCO3)c(=O)n1 | nt | -1
Cc1ccc(NC(=O)c2ccc3nc[nH]c3c2)c(O)c1 | i | 1
CCOC(=O)c1sc(NC(=O)C(C)Sc2nnc(N)s2)nc1C (stereo unspecified) | i | -22
O=C(COC(=O)C1=COCCO1)NCc1ccc(F)cc1 | i | 7
Cc1ccc(-n2nc3c(=O)n(C(C)C(=O)NCc4ccc(Cl)cc4)nc(C)c3c2C)cc1 (stereo unspecified) | i | -29
Cc1ccc(C)c(C(=O)CSc2nnnn2-c2cccnc2)c1 | i | -24
CCCc1cc(=O)oc2cc(C)cc(OC(C)C(=O)NCCCN3CCOCC3)c12 (stereo unspecified) | i | -22
Cc1cc(C)nc(Sc2ccc(/C=C(\C#N)C(N)=O)o2)n1 | i | -10
O=C(CN1C(=O)NC2(CCCC2)C1=O)Nc1ccc(Cl)c(C(F)(F)F)c1 | i | -9
Cc1ccnc(N(C(=O)Nc2ccccc2)C2=NCC(C)(C)S2)c1 | i | -21
CC(OC(=O)c1ccccc1NS(=O)(=O)c1cccc(C(F)(F)F)c1)C(=O)N(C)Cc1ccccc1 (stereo unspecified) | i | 2
COc1ccc(C2C3=C(CC(C)(C)CC3=O)N(CC(=O)O)C3=C2C(=O)CC(C)(C)C3)cc1OC | i | -13
CCOC(=O)C/C(C)=N/NC(=O)C1CC1(c1ccccc1)c1ccccc1 (stereo unspecified) | i | -28
CC(=O)c1sc(NC(=O)COc2c(C)cc(Cl)cc2C)nc1C | i | -10
Cc1cccc(CSCCNC(=O)CN(c2cc(C)cc(C)c2)S(C)(=O)=O)c1 | i | -31
COc1ccc(NC(=S)Nc2ccccc2)c(OC)c1 | i | -5
CC(C)COc1ccc(C(=O)NCc2ccco2)cc1 | i | -26
Cc1c2ccccc2nc2c(F)c(N(C)C)c(F)c(F)c12 | i | 50*
c1cncc(CSc2nnc3ccc(-c4ccco4)nn23)c1 | i | -10
COc1cccc(C(C(=O)NC2CCCC2)N(C(=O)c2ccco2)c2ccc(NC(C)=O)cc2)c1OC (stereo unspecified) | i | -17
Cc1ccccc1C(=O)Nc1cccc(N)c1 | i | -22
Cc1ccc(NC(=O)CCN2C(=O)CSC2=O)cc1 | i | -12
NC(=NC(=O)c1ccccc1)N1CCOCC1 | i | -10
COc1ccccc1CN1CC(C(=O)NCCc2ccc(C)o2)CCC1=O (stereo unspecified) | i | -27
Cc1cccnc1NC(=O)CCCN1C(=O)c2ccccc2C1=O | i | -10
CCCn1c(SCc2cc(=O)oc3ccc4ccccc4c23)n[nH]c1=O | i | -10
Cc1ccc(NC(=O)c2ccc(N3CCCC3=O)cc2)cc1S(=O)(=O)N1CCCCC1 | nt | -35
CCCCCc1c(C)nc(NCc2ccccc2)[nH]c1=O | i | -29
CC1CC(C)CN(C(=O)Cc2c(C(=O)O)[nH]c3ccc(Cl)cc23)C1 (stereo unspecified) | i | -17
O=C1CSC(=Nc2ccccc2)N1Cc1ccccc1 | i | -29
CCC(C)C(=O)Nc1nnc(SCC(=O)NC2CCCCC2)s1 (stereo unspecified) | i | -8
COc1cc(C2C3=C(CCCC3=O)Nc3ccc4ncccc4c32)ccc1O (stereo unspecified) | i | -33
COc1cnn(-c2ccccc2)c(=O)c1N(C)C | i | -12
O=C1CN(C(=O)c2ccc(Br)o2)C(c2ccccc2)c2cc(Cl)ccc2N1 (stereo unspecified) | i | -26
COc1ccc(N2CCN(CCCNS(=O)(=O)c3c(C)noc3/C=C/N(C)C)CC2)cc1 | i | -23
CCCN(CCC)S(=O)(=O)c1ccc(C(=O)Nc2nnc(-c3cccc(OC)c3)o2)cc1 | i | -4
O=C(NCCc1ccccc1F)N[C@@H](Cc1ccccc1)C(=O)O | i | -21
COc1ccc(OCC(=O)O/N=C(\N)Cc2cccs2)cc1 | i | 6
CCOC(=O)N1CCC(NC(=O)CCc2nc(-c3ccccc3F)no2)CC1 | i | -51
COc1cccc(CN2CCN(C3CCN(c4ccccc4C)CC3)CC2CCO)c1 (stereo unspecified) | i | -39
Cc1nnc(SCC(=O)N(C)Cc2ccccc2)[nH]c1=O | i | -7
CN=C(Nc1cc(Cl)ccc1Cl)SC1CC(=O)N(c2ccc(C(=O)OC)cc2)C1=O (stereo unspecified) | i | -10
CC(C)=C(NC(=O)c1ccccc1)C(=O)N/N=C/c1ccc(O)cc1 | i | -18
CCN(CC)CCN(Cc1cc2cc3c(cc2[nH]c1=O)OCCO3)C(=O)NC1CCCCC1 | i | -7
O=C(Oc1cccc2c(O)cccc12)c1ccccc1 | i | -5
CN(C)c1ccc(S(=O)(=O)N2CCCCC2)cc1NC(=O)C1CSC2(C)CCC(=O)N12 (stereo unspecified) | nt | -30

Bioassay records as filed in PubChem.
